# KB-3-1 cytotox = KB-3-1 parental cell cytotoxicity | KB-3-1 viability, CellTiter-Glo ATP luminescence, 72 h | Potency, µM (titrated, usually from 46.1 µM), for the others: at the highest dose activity change, negative = cytotoxic, most hits filed as cytotoxic | 400,000 tested, 1.4% active; note: potency is the fitted concentration of half-maximal effect; % is set by controls: 0 for no effect and ±100 for the full control effect; nearly all actives have a fitted effect of over 60% in size
#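 Parental KB-3-1 adenocarcinoma cells in phenol-red-free DMEM with 10% FBS were pin-treated with compounds at several concentrations, incubated 72 h at 37 °C, and viability read by CellTiter-Glo luminescence; concentration-effect curves were fitted after normalization.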
# ATXN viability = viability counter-screen for ATXN expression inhibitors | Potency, µM (titrated, usually from 56.7 µM), most hits filed as cytotoxic | S2 cells (HEK-293 line with an ATXN2-luciferase reporter) viability, CellTiter-Fluor protease fluorescence, 24 h | AID 651635 | 400,000 tested, 0.49% active; note: potency is the fitted concentration of half-maximal effect; nearly all actives have a fitted effect of over 40% in size
# MCF10A rereplic = DNA re-replication induction in MCF 10a cells. 350,000 tested, 2.9% active. MCF 10A DNA re-replication, Hoechst nuclear intensity, 48 h. Potency, µM (top dose mostly 46.1 µM), for inactives: top-dose activity, positive = re-replication, hits mostly activators; note: potency is the fitted concentration of half-maximal effect; % of control where 0% means no effect; nearly all actives have a fitted effect of over 50% in size
# KB-V1 cytotox = kills drug-selected multidrug resistant KB-V1 cells | Potency, µM (series often up to 46.1 µM), for the others: at the highest dose activity change, negative = cytotoxicity, hits mostly cytotoxic | KB-V1 MDR cells viability, CellTiter-Glo, 72 h | AID 1347076 | 400,000 tested, 3.4% active; note: potency is the fitted concentration of half-maximal effect; % is set by controls: 0 for no effect and ±100 for the full control effect; nearly all actives have a fitted effect of over 60% in size
#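 Following 72 h at 37 degrees C with compound, KB-V1 cell viability was read by CellTiter-Glo luminescence, medium being phenol-red-free DMEM plus 10% FBS; concentration-response parameters came from normalized, curve-fitted qHTS data.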
# HT1080-NT tox = kills 2HG-producing HT-1080-NT fibrosarcoma cells; HT-1080-NT fibrosarcoma viability, CellTiter-Glo ATP luminescence, 48 h; Potency, µM (top dose mostly 46.1 µM), without a hit: at the highest dose activity, negative = less viability, actives largely listed as cytotoxic; 360,000 tested, 1.6% active;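 note: NT is the 2HG producing partner of a matched IDH1 knockdown line; potency is the fitted concentration of half-maximal effect; 0% = DMSO-treated cells and -100% = media-only wells without cells; nearly all actives have a fitted effect of over 55% in size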
#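 A 48-hour cytotoxicity screen used HT-1080-NT cells plated 2 hours before compound delivery. ATP-based CellTiter-Glo luminescence measured viability, normalized to DMSO and no-cell controls.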
# SW480 rerep = DNA re-replication induction in SW480 cells. Potency, µM (highest dose often 46.1 µM), for the others: at the highest dose re-replication activation, most hits filed as activators. 340,000 tested, 1.8% active. SW480 DNA re-replication, Hoechst DNA content imaging, 48 h. AID 624297; note: potency is the fitted concentration of half-maximal effect; % of control where 0% means no effect; nearly all actives have a fitted effect of over 55% in size
#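 First, 250 cells per well were seeded. Next, compound or vehicle (23 nL) was pinned in, plates sat 48 hr at 37 C. Finally Hoechst was added for 40 min before fluorescence scanning.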
# IL1B secr inh = inhibitors of inflammasome signaling (IL-1 beta secretion); 360,000 tested, 4.7% active; THP-1 LPS/ATP IL-1B secretion, AlphaLISA, 16 h; hits give low values; activity change, % at 57.5 µM; in the data active = activity change below about -50%; inconclusive = mostly about -30% to -49%; note: % is set by controls: 0 for no effect and ±100 for the full control effect
#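 Secreted IL-1B measured by AlphaLISA bead assay after 16 h compound exposure of THP-1 cells; compounds (final up to 57.5 uM) added 1 h before LPS (250 ng/mL) and ATP (1.25 mM) stimulation; lower signal means less secretion.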
# HT1080 IDH1KD tx = HT-1080 IDH1 knockdown cell toxicity (counter line); HT-1080 IDH1 knockdown viability, ATP luminescence, 48 h; Potency, µM (top dose mostly 46.1 µM), inactives show at the highest dose activity, negative = toxicity, usual class: cytotoxic; 360,000 tested, 2% active;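 note: potency is the fitted concentration of half-maximal effect; 0% = DMSO wells and -100% = cell-free medium wells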
#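 IDH1KD HT-1080 cells, 750/well, RPMI + 5% FBS; compound pinned after 2 h settling; 48 h, 37 °C; CellTiter-Glo luminescence; % activity normalised to DMSO and no-cell wells; curves fitted, classed by r2 and efficacy.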
# ATXN2 expr inh = inhibitors of ATXN2 expression; 360,000 tested, 0.72% active; Potency, µM (top dose mostly 57 µM), for the others: at the top dose activity change, negative = inhibition, actives largely listed as inhibitors; HEK-293 ATXN2-luciferase reporter, luminescence, 24 h; note: potency is the fitted concentration of half-maximal effect; % is set by controls: 0 for no effect and ±100 for the full control effect; nearly all actives have a fitted effect of over 55% in size
#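 qHTS (up to 57 uM final) was run with 24 h compound exposure of reporter cells at 37 °C. Each well was multiplexed: SteadyGlo luminescence measured ATXN2-luciferase expression after a fluorogenic Gly-Phe-AFC viability readout (25 uM final).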
# * hit, by the source's call; i = inactive; ? = inconclusive; nt = not tested or not shown; & = joins results of further samples; [ ] = another dose, or the depositor's remark. Unless noted, calls come from the whole dose curve; as a rule, active = well fitted curve in the direction sought with a large enough effect; inconclusive = small, poorly fitted or top-dose-only effect, or another doubt; inactive = no such curve, though single readings can be large; an effect the other way counts as inactive or inconclusive.
# Results follow in this order: KB-3-1 cytotox	ATXN viability	MCF10A rereplic	KB-V1 cytotox	HT1080-NT tox	SW480 rerep	IL1B secr inh	HT1080 IDH1KD tx	ATXN2 expr inh
- CCCn1c(N)c(C(=O)CSc2nc3ccccc3c(=O)n2Cc2ccccc2)c(=O)[nH]c1=O
  -4%	?	?	-22%	2%	0%	5	4%	?
- O=C(COC(=O)c1cccc(S(=O)(=O)N2CCN(c3ccccc3)CC2)c1)NCC1CCCO1 (stereo not given)
  15%	i	7%	13%	12%	-4%	27	7%	-4%
- CCc1cc2c(cc(C(=O)O)n2C)s1
  0%	i	4%	15%	-6%	-3%	13	0%	3%
- COc1cccc(-c2nc(CS(=O)(=O)CC(=O)NCCc3ccc(OC)cc3OC)c(C)o2)c1
  0%&-12%	i	3%	-1%&-7%	-3%	-2%	?	-20%	-9%
- Cc1cccc(/C=N\Nc2nnc(-c3ccccc3)c(=O)[nH]2)c1
  17%	?	-5%	11%	?	-5%	-8	?	-12%
- Cc1cccc(CCNC(=O)C2CCN(S(=O)(=O)c3c(C)nn(C)c3C)CC2)c1
  14%	i	?	1%	3%	-3%	4	1%	-10%
- CCOC(=O)c1cnc2cc(-c3ccc(C)cc3)nn2c1C
  4%	i	nt	2%	9%	nt	2	5%	nt
- CCOC(=O)c1cccc(NC(=O)CN(c2ccc(C)cc2)S(=O)(=O)c2c(C)n[nH]c2C)c1
  -3%	i	0%	-13%	7%	0%[9.22 µM]	25	3%	-6%
- O=C(NCCCN1CCOCC1)C(=O)N/N=C/c1c(Cl)cccc1Cl
  1%	i	-4%	1%	30%	-11%	0	20%	-6%
- CCC(NC(=O)c1ccccc1NC(=O)c1ccc(OC)cc1)C(=O)N1CCCC1 (stereo not given)
  ?	i	-3%	2%	7%	-5%	-14	12%	3%
- N#C/C(=C/c1cn(Cc2ccc(F)cc2)c2ccccc12)C(=O)Nc1cccc(Cl)c1
  -4%	?	nt	?	nt	nt	nt	nt	-7%
- CCOc1ccc(-n2c(Cc3cc(=O)[nH]c(=O)[nH]3)nnc2SCC(=O)OC)cc1
  8%	i	-1%	7%	-2%	1%	19	0%	-9%
- Cn1c(SCC(=O)NCCN2C(=O)CSC2=O)nnc1-c1ccccc1
  17%	i	1%	0%	-2%	-2%	-28	0%	6%
- CCCCOc1ccc(OC(=O)c2sc3ncn(Cc4cccc(F)c4)c(=O)c3c2C)cc1
  8%	i	nt	?	nt	nt	nt	nt	10%
- CC1(Oc2cccc(F)c2)CCN(Cc2ccc3ccccc3c2)C1 (stereo not given)
  0%	i	nt	3%	?	nt	30	-2%	-8%
- Cc1cc(C)n(C(=O)C(C)n2nc([N+](=O)[O-])c(Br)c2C)n1 (stereo not given)
  1%	i	4%	0%	13%	0%	8	16%	-17%
- Cc1cc(NC(=O)C(C)C)ncc1NC(=O)Cc1ccccc1
  4%	i	?	-5%	2%	-3%	0	0%	2%
- CCOc1ccc(NC(=O)N(C2CCCCCC2)C2CCN(C(C)=O)CC2)cc1
  5%	i	16%	-3%	10%	-6%	-4	6%	-12%
- CCN(c1ccccc1)S(=O)(=O)c1cccc(C(=O)NCc2ccccn2)c1
  27%	i	-2%	?	2%	2%	13	2%	-2%
- COC(=O)c1ccc(C(NC(=O)OCc2ccccc2)/C(F)=C/[C@@H](C)C(=O)NCc2ccc(-c3ccccc3)cc2)cc1 (stereo not given in full)
  3%	i	?	0%	-9%	0%	-2	9%	1%
- CC(NC(=O)c1ccccc1F)c1ccccc1 (stereo not given)
  17%	i	-2%	5%	23%	-6%	7	21%	25%
- COc1ccccc1-n1cnnc1SC1CCOC1=O (stereo not given)
  13%	i	-15%	-1%	0%	0%	4	11%	6%
- CCOc1ccc(C(C(=O)NC2CCCCC2)N(CCOC)C(=O)c2snc(C(N)=O)c2N)cc1 (stereo not given)
  -2%	i	-3%	-15%	5%	-2%	8	0%	-3%
- COc1ccc(CNC(=O)/C=C/c2cc([N+](=O)[O-])ccc2OC(F)F)cc1
  13%	i	4%	?	7%	-7%	-8	-21%	0%
- Cc1ccc(NC(=O)CSc2nnc(C)c(=O)[nH]2)cc1
  -1%	i	nt	-24%	nt	nt	nt	nt	9%
- Cc1c(C)c2ccc(O[C@@H]3O[C@H](CO)[C@@H](O)[C@H](O)[C@H]3O)c(C)c2oc1=O
  9%	nt	-2%	-19%	6%	0%	-16	13%	-8%
- CC(Oc1ccc2c3c(c(=O)oc2c1)CCCC3)C(=O)NCC1CCC(C(=O)O)CC1 (stereo not given)
  24%	i	?	26%	4%	?	34	19%	13%
- COc1c(C(O)CC(C)C)ccc2c1C(=O)OCc1cc(C)cc(O)c1O2 (stereo not given)
  -7%	i	5%	?	-4%	0%	1	-15%	-16%
- CCc1nc2ccc(C(=O)Nc3cc(-c4ccccc4)ccc3OC)cn2c1N(CC)Cc1cccc(Br)c1
  ?	?	nt	?	?	nt	?	?	4%
- Cc1cc(NC(=O)c2sc3ccccc3c2O)no1
  -8%	i	7%	0%	0%	?	5	7%	2%

# Limited to ATXN2 expr inh, KB-V1 cytotox and SW480 rerep, for two of the compounds above:
compound	ATXN2 expr inh	KB-V1 cytotox	SW480 rerep
COC(=O)c1ccc(C(NC(=O)OCc2ccccc2)/C(F)=C/[C@@H](C)C(=O)NCc2ccc(-c3ccccc3)cc2)cc1 (stereo not given in full)	1%	0%	0%
CC(NC(=O)c1ccccc1F)c1ccccc1 (stereo not given)	25%	5%	-6%

# The listing continues:
# Results follow in this order: KB-3-1 cytotox	ATXN viability	MCF10A rereplic	KB-V1 cytotox	HT1080-NT tox	SW480 rerep	IL1B secr inh	HT1080 IDH1KD tx	ATXN2 expr inh
- COc1ccccc1C/C(N)=N/OC(=O)c1ccc2c(c1)OCO2
  5%	?	-7%	?	?	?	-2	-8%	nt
- CC[C@H](C)[C@H]1CNC(=S)N1CC1CCN(CCC(C)C)CC1
  0%	i	nt	0%	-3%	nt	-4	-2%	0%
- COc1cc(Cn2c(=O)oc3ccc(C)cc32)ccc1OC(C)C
  -9%	i	9%	-29%	-5%	0%	-6	-18%	-7%
- CCOC(=O)c1sc2nc(CC(=O)OC)nc(NCc3ccco3)c2c1C
  0%	i	0%	3.3µM*	11%	1%	-2	0%	-7%
- CCCCCCCCCC(=O)N1c2ccccc2NC(=O)C1CC(=O)Nc1ccc(C(=O)O)cc1 (stereo not given)
  8%	i	?	13%	-28%	-10%	?	?	5%
- CC(=O)N/N=C(\N)c1nonc1N
  0%	i	7%	-20%	10%	-4%	13	8%	-10%
- CCC1CCCCN1CCCNC(=O)c1ccc(CS(=O)(=O)Cc2ccccc2F)o1 (stereo not given)
  1%	i	-7%	1%	-1%	-2%	-17	-1%	0%
- O=C(Nc1ccccc1)C(O)C(O)C(=O)Nc1ccccc1 (stereo not given)
  0%	i	-9%	?	7%	12%	-7	4%	9%
- COc1ccc2[nH]c(=O)c(CN(CC3CCCO3)C(=O)Nc3ccccc3OC)cc2c1 (stereo not given)
  ?	i	?	?	?	?	-62*	?	-6%
- Cc1cccc(NC(=S)N(CCN2CCOCC2)Cc2cc3cc4c(cc3[nH]c2=O)OCO4)c1
  12%	i	3%	-20%	-2%	8%	-8	0%	-9%
- CC(C)c1cc(C(=O)N2CCCC(C(=O)c3ccc4ccccc4c3)C2)on1 (stereo not given)
  -1%	?	?	-5%	-19%	1%	-89*	-15%	-5%
- COCCC(=O)N1CCC(Oc2ccc(C(=O)N3C[C@@H](C)O[C@@H](C)C3)cc2)CC1
  -8%	i	-4%	0%	0%	-1%	0	1%	3%
- CCOC(=O)CNc1ccc(OC(F)(F)F)cc1
  23%	i	-2%	11%	4%	-2%	6	4%	-1%
- Cc1cc(N2CCOCC2)n2ncc(-c3ccc(Cl)cc3)c2n1
  7%	i	6%	-10%	24%	21µM*	15	9%	13%
- COc1cc(C)c(NC(=O)Cc2ccsc2)cc1OC
  -3%	i	7%	6%	20%	0%	12	-2%	1%
- C[C@@H]1CCCCO[C@H](CN(C)C(=O)Nc2ccc(F)cc2)[C@@H](C)CN([C@H](C)CO)C(=O)c2cc(N(C)C)ccc2O1
  26%	i	nt	-29%	1%	nt	-9	2%	-1%
- Cc1ccc(CNc2ncnc3onc(C)c23)cc1
  0%	i	nt	-25%	nt	nt	nt	nt	-24%
- CC(=O)c1c(COC(=O)c2ccc(C)cc2)nc2ccccc2[n+]1[O-]
  1%	nt	-23%	-12%	17%	?	nt	23%	25%
- CCC(C)(C)NC(=O)C(c1ccccc1F)N(Cc1ccco1)C(=O)c1csnn1 (stereo not given)
  22%	i	11%	18µM*	-21%	1%	-5	-1%	-7%
- CCN1CCN(C(=O)c2ccc(Cl)c(S(=O)(=O)N3CCOCC3)c2)CC1
  2%	i	-3%	-2%	3%	4%	12	10%	4%
- CCCN=C1N(CC)C[C@@H]2[C@@H]3C(=O)N(C)C(=O)[C@@H]3[C@](Cc3ccccc3)(C(=O)OC)N12
  2%	i	20%	-9%	-3%	0%	10	1%	5%
- C[C@@H]1CC2=C(C(=O)OC(C)(C)O2)[C@H](c2ccc(F)cc2)O1
  5%	i	nt	-11%	10%	nt	53	19%	4%
- Cc1ccc(C(=O)CSC2=C(C#N)C(c3ccco3)C3=C(CCCC3=O)N2)cc1 (stereo not given)
  ?	i	8.2µM*	8.2µM*	5µM*	5.8µM*	0	5.6µM*	16%
- Cc1ncc(C(=O)Nc2ccccc2)[nH]1
  -20%	i	-1%	-9%	-24%	-4%	1	-23%	-10%
- CC(=O)Nc1cc(NC(C)=O)cc(C(=O)NC(C)(C)C)c1
  0%	i	2%	19%	16%	-27%	3	26%	1%
- CC(=O)c1ccc(-n2c(CCC(=O)O)ccc2-c2ccccc2)cc1
  2%	i	-6%	17%	1%	15%	4	-7%	nt
